GPR151 ag – activators of human GPR151 | Q8TDV0 | PathHunter beta-arrestin GPR151 cells, luminescence | activation, % at 11.2 µM | 1% of 650,000 active | AID 1508602; in the data active means activation above about 4.9%;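 further: 0% = median of compound wells and 100% = cells with positive control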
Target sequence (Q8TDV0 whole entry, looked up): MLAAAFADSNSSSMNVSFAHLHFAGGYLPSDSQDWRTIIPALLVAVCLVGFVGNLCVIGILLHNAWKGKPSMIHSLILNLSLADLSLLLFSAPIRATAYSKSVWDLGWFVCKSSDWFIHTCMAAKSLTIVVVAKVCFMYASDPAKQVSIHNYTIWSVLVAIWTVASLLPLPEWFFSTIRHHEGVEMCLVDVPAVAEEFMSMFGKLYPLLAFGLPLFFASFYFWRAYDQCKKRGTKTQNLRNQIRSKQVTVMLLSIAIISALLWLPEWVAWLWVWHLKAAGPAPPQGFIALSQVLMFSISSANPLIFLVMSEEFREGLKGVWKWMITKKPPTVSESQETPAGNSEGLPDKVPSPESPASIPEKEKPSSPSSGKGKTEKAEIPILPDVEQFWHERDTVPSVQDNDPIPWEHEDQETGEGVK
TEAD-YAP block – TEAD-YAP interaction inhibition | inhibition, % at 9.12 µM | HEK-TIYL cells, TEAD-Gal4/YAP UAS-luciferase luminescence | 1.4% of 640,000 active; in the data active means inhibition above about 32%;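 further: 0% = median of test compound wells and 100% = reference inhibitor wells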
FBW7 act – activators of human E3 ligase FBW7; 0.13% of 650,000 active; AID 1259310; normalized activity (activation), % at 26.1 µM; AlphaScreen FBW7–phospho-cyclin E peptide binding, activator screen; Q969H0; in the data active means normalized activity above about 1.9%;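 further: purified mutant Fbw7 with reduced substrate affinity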
MITF primary – human MITF inhibition, primary screen | AlphaScreen MITF homodimerization, bead proximity signal | AID 1259374 | inhibition, % at 2.6 µM | 0.91% of 650,000 active | O75030; in the data active means inhibition above about 50%;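 further: 0% = vehicle wells with protein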
Target sequence (O75030 whole entry, looked up): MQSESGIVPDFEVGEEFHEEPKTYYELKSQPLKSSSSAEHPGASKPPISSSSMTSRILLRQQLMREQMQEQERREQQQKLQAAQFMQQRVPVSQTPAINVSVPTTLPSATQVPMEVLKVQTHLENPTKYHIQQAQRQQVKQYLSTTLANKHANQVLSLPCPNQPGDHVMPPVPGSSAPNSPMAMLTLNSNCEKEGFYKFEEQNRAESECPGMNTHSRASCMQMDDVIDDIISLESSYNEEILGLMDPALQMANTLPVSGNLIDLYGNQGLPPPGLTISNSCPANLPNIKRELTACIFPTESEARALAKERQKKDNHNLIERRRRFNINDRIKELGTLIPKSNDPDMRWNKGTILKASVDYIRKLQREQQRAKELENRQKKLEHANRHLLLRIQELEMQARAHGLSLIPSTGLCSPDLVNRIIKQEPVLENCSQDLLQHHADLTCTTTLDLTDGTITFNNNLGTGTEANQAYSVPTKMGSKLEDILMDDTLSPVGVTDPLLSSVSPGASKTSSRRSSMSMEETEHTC
The depositor's hits bear a star.

1	CCOc1ccccc1N1C(=O)NC2CC1(C)Oc1ccc(Cl)cc12 (stereo not given)
2	Cc1ccc(C(=O)N(C)C2CCS(=O)(=O)C2)cc1[N+](=O)[O-] (stereo not given)
3	O=C(CCN1C(=O)C2C3C=CC(C3)C2C1=O)NCCc1ccccc1Cl (stereo not given)
4	O=C(CC1C(=O)N(c2ccccc2)C(=S)N1Cc1ccccn1)Nc1ccccc1 (stereo not given)
5	Cc1ccc(S(=O)(=O)N2CCN(c3ccc([N+](=O)[O-])c(NCC(C)C)c3)CC2)cc1
Assay by compound	1	2	3	4	5
GPR151 ag	0.2	-0.9	0.8	-0.1	1.6
TEAD-YAP block	-6.9	3.8	1.5	20.7	7.4
FBW7 act	1.1	0.7	0.2	-0.1	0.0
MITF primary	-17.0	10.0	14.1	-9.0	9.0

6	CC(C)(C)C(=O)NCC(c1ccco1)N1CCN(c2ccccc2)CC1 (stereo not given)
7	O=C(Cn1cc2c(n1)CCCC2)NC1CC1
8	O=C(CCCN1C(=O)/C(=C\c2cccs2)SC1=S)NNC(=O)c1ccncc1
9	Cc1ccccc1CSCC(=O)N/N=C/c1ccc(C#N)cc1
10	Cc1cccn2c(CN(C)Cc3ccc4nonc4c3)c(C(=O)N3CCOCC3)nc12
Assay by compound	6	7	8	9	10
GPR151 ag	0.5	-0.1	-0.7	-0.8	-1.0
TEAD-YAP block	-2.9	-25.6	8.3	9.5	-12.4
FBW7 act	0.1	0.0	-0.1	-0.1	-0.1
MITF primary	4.7	8.1	11.9	-2.4	-0.5

11	Cn1c(=O)c2c(nc(Cl)n2CC(=O)N2CCCCC2)n(C)c1=O
12	Cc1cc(C(C)(C)C)oc1C(=O)Nc1cccc(C(=O)O)c1
13	Cc1cc(OCC(=O)Nc2ccc(S(=O)(=O)Nc3nccs3)cc2)ccc1Br
14	O=C(NC1CCOC1)c1cc(COc2ccc3ncccc3c2)on1 (stereo not given)
15	COc1ccc(C(=O)Nc2ccc(-c3n[nH]c(=S)o3)cc2)cc1
Assay by compound	11	12	13	14	15
GPR151 ag	0.4	-0.9	0.5	5.2*	0.2
TEAD-YAP block	-2.7	-47.1	-12.8	19.0	2.6
FBW7 act	0.0	-0.1	-0.1	0.0	0.2
MITF primary	9.0	0.5	-14.6	-3.2	-6.5

16	Cc1cc(C(C)(C)C)cc(S(=O)(=O)N2CCOCC2)c1C
17	CC(C)C(C)(O)C#CCN1CCCCC1 (stereo not given)
18	Cc1ccccc1OCCCC(=O)NCc1ccco1
19	O=C1/C(=C/c2ccccc2)SC(=S)N1N1C(=O)c2ccccc2C1=O
20	CSCCCN1CCC2(CC1)CC2C(=O)N1C[C@@H](C)O[C@@H](C)C1 (stereo not given in full)
Assay by compound	16	17	18	19	20
GPR151 ag	-0.8	-0.2	1.9	-0.8	0.8
TEAD-YAP block	5.4	10.5	-11.7	0.9	3.2
FBW7 act	0.3	0.1	-0.1	-0.1	-0.1
MITF primary	7.3	7.1	2.9	-8.7	-0.5

Sorted by number of heavy atoms (largest number first): some entries from above
13	Cc1cc(OCC(=O)Nc2ccc(S(=O)(=O)Nc3nccs3)cc2)ccc1Br
14	O=C(NC1CCOC1)c1cc(COc2ccc3ncccc3c2)on1 (stereo not given)
20	CSCCCN1CCC2(CC1)CC2C(=O)N1C[C@@H](C)O[C@@H](C)C1 (stereo not given in full)
16	Cc1cc(C(C)(C)C)cc(S(=O)(=O)N2CCOCC2)c1C
17	CC(C)C(C)(O)C#CCN1CCCCC1 (stereo not given)
Assay by compound	13	14	20	16	17
GPR151 ag	0.5	5.2*	0.8	-0.8	-0.2
TEAD-YAP block	-12.8	19.0	3.2	5.4	10.5
FBW7 act	-0.1	0.0	-0.1	0.3	0.1
MITF primary	-14.6	-3.2	-0.5	7.3	7.1

(more compounds)
21	COc1cccc(C2/C(=C(/O)c3ccccc3)C(=O)C(=O)N2CCO)c1 (stereo not given)
22	Cn1nc(NC(=O)c2cccc3ccccc23)c2c1NC(=O)CC2c1ccccc1 (stereo not given)
23	O=[N+]([O-])c1ccccc1S(=O)(=O)N1CCN(c2ccc(O)cc2)CC1
24	COC(=O)C1=C(N)Oc2cc(C)n(CC3CCCO3)c(=O)c2C1c1cccc(Cl)c1 (stereo not given)
25	COc1cccc(C(=O)CN2C(=O)C(C)(C)Oc3ccc(C(=O)N4CCOCC4)cc32)c1
Assay by compound	21	22	23	24	25
GPR151 ag	0.0	0.2	-0.2	1.5	-0.5
TEAD-YAP block	-8.6	1.4	-0.8	8.7	0.4
FBW7 act	0.0	0.1	0.5	-0.1	0.0
MITF primary	-7.8	-4.9	5.5	-5.2	10.7

26	COc1ccc(-c2ccc(S(=O)(=O)Nc3cccc(OC)c3)cc2)cc1
27	O=C(NCc1ccc(F)cc1)C1CC(c2ccccc2F)=NO1 (stereo not given)
28	COc1cc2nc(N3CCOCC3)nc(NC3CC3)c2cc1OC
29	COc1ccc(C(=O)n2nnc3ccccc32)cc1Br
30	O=C(CSc1nc2ccccc2nc1Cc1cccc([N+](=O)[O-])c1)NC1CCCCC1
Assay by compound	26	27	28	29	30
GPR151 ag	0.3	0.2	-1.1	1.2	-0.7
TEAD-YAP block	5.7	1.5	-16.3	11.7	-0.9
FBW7 act	1.0	0.4	0.0	-0.1	-0.1
MITF primary	-1.7	6.1	-5.0	12.0	-1.7

31	O=C(CSc1nnc2ncccn12)N1CCN(Cc2ccccc2)CC1
32	CCOc1ccc(N(CC(=O)O)S(=O)(=O)c2ccc(OC)c(OC)c2)cc1
33	CC1(C)Cc2cccc(C(=O)Nc3ccc(S(N)(=O)=O)cc3)c2O1
34	CCCN1C(=O)c2ccc(F)cc2C1=O
35	c1ccc2sc(C3CCCN3)nc2c1 (stereo not given)
Assay by compound	31	32	33	34	35
GPR151 ag	-0.1	1.4	0.1	0.0	-0.9
TEAD-YAP block	-12.7	-4.4	-1.0	-2.9	-0.8
FBW7 act	0.7	0.0	0.1	-0.1	0.4
MITF primary	5.0	-4.6	2.5	-6.0	11.7

36	Cc1ccc(NC(=S)N(CCCN2CCOCC2)Cc2cccs2)cc1C
37	CCOC(=O)C1=C(O)/C(=C/c2ccc(OCC)cc2)SC1=Nc1ccccc1
38	CCOC(=O)c1c(-c2ccc(OC)c(OC)c2)csc1NC(=O)CN1CCCC1
39	O=C(Nc1ccccc1)c1cccc(NC2=C(Cl)C(=O)N(CCc3ccccc3)C2=O)c1
40	CN(c1ccccc1)c1ccc(CN2CCC3(CC2)CC3C(=O)NCc2cccnc2)cc1 (stereo not given)
Assay by compound	36	37	38	39	40
GPR151 ag	0.7	-1.0	0.7	0.1	1.8
TEAD-YAP block	4.2	-5.6	4.9	-5.7	9.3
FBW7 act	-0.2	0.5	0.2	0.2	0.0
MITF primary	-8.1	19.9	-11.7	20.1	4.5

41	O=C(Nc1ccc2oc(-c3cccnc3)nc2c1)c1ccc(-c2ccccc2)o1
42	O=C(CN1CCCC1)N1N=C(c2cccs2)CC1c1cccs1 (stereo not given)
43	Cc1cc(C(=O)O)ccc1N/C=C/C(=O)c1cccs1
44	COc1cccc(-n2c(N)c(C(=O)Nc3ccccc3F)sc2=S)c1
45	O=C1NC2=C(CCc3ccccc32)C(c2cccs2)N1 (stereo not given)
Assay by compound	41	42	43	44	45
GPR151 ag	-0.4	-0.5	-3.9	0.8	-1.8
TEAD-YAP block	-6.7	11.9	46.5*	-23.7	-2.3
FBW7 act	0.0	1.4	-0.1	0.3	0.0
MITF primary	13.2	15.1	9.4	17.0	12.8

Single records, as listed above.
O=C(CN1CCCC1)N1N=C(c2cccs2)CC1c1cccs1 (stereo not given) is entered as GPR151 ag: -0.5; TEAD-YAP block: 11.9; FBW7 act: 1.4; MITF primary: 15.1
O=C(Nc1ccc2oc(-c3cccnc3)nc2c1)c1ccc(-c2ccccc2)o1 is entered as GPR151 ag: -0.4; TEAD-YAP block: -6.7; FBW7 act: 0.0; MITF primary: 13.2

(cont.)
46	Oc1c(Cl)cc(Cl)cc1/C=C(\c1ccccc1)c1nc2ccccc2[nH]1
47	COc1ccccc1/C=C/CN1CCc2nnc(CNC(=O)Cc3cccc(F)c3)n2CC1
48	O=C(c1ccccc1)N1CCN=C1SCc1cccnc1
49	Cn1nccc1C#CCN1CCOCC1
50	Brc1ccc2[nH]cc(-c3nnc4ccc5ccccc5n34)c2c1
Assay by compound	46	47	48	49	50
GPR151 ag	0.8	0.8	0.9	-0.9	0.6
TEAD-YAP block	16.6	-4.8	-20.2	3.3	13.9
FBW7 act	-0.1	0.5	0.0	0.0	-0.1
MITF primary	-29.9	-3.2	-8.2	8.2	9.5

51	O=[N+]([O-])c1ccc(N2CCN(S(=O)(=O)c3cc(Cl)ccc3Cl)CC2)cc1
52	CCOc1ccc(NC(=O)CSc2nc3n[nH]c(C)c3c(=N)n2-c2cccc(Cl)c2)cc1
53	O=C(/C(F)=C/c1ccccc1)N1CCC(CO)(CCOc2ccccc2)CC1
54	CN(c1ccccc1)c1ccc(C=C2C(=O)NC(=O)NC2=O)cc1
55	COc1ccc(/C=C2\C=C(c3ccccc3)N(c3cccc4ccccc34)C2=O)cc1
Assay by compound	51	52	53	54	55
GPR151 ag	-0.3	-1.4	1.7	1.8	-1.9
TEAD-YAP block	0.0	0.9	-12.3	-4.7	56.9*
FBW7 act	0.2	0.5	-0.1	0.1	0.1
MITF primary	15.9	16.9	1.3	-0.9	18.1

56	O=C(NCc1ccccc1)C1CCN(C(=O)N2CCOc3ccccc32)CC1
57	O=C(c1ccccc1Br)N1N=C(c2ccc(Br)cc2)CC1c1ccco1 (stereo not given)
58	COC(=O)Cn1c(C)nc2sc3c(c2c1=O)CCCC3
59	CCN(CC)CC(=O)Nc1sc(C)cc1C(=O)c1ccc(C)cc1
60	Brc1cccc(CSc2nnc(-c3ccncc3)o2)c1
Assay by compound	56	57	58	59	60
GPR151 ag	-2.0	-0.8	0.4	-1.1	0.2
TEAD-YAP block	10.6	8.1	-4.8	1.8	13.5
FBW7 act	-0.2	0.3	0.1	0.0	-0.2
MITF primary	-5.1	3.1	15.1	8.8	-4.2

61	CC1CN(CCOc2ccccc2)CC(C)O1 (stereo not given)
62	CC(C)NC(=O)C1CCN(C2CCN(C(=O)C3CC(=O)c4ccccc43)CC2)CC1 (stereo not given)
63	CCC(=O)N(CCn1cccn1)c1nc2ccc(F)cc2s1
64	CCN1CCN(c2ncnc3scc(-c4ccccc4)c23)CC1
65	Nc1oc2ccccc2c(=O)c1Br
Assay by compound	61	62	63	64	65
GPR151 ag	0.8	0.3	-0.8	-0.9	0.0
TEAD-YAP block	5.4	1.6	0.3	-13.2	4.2
FBW7 act	0.0	-0.2	0.4	-0.1	0.1
MITF primary	44.5	-7.6	7.1	-0.2	-5.5

66	Fc1cc(F)c(F)c(-n2ncc3c2ncn2nc(-c4ccncc4)nc32)c1F
67	COc1ccc(NC(=O)CSc2nc(-c3cccs3)cc(C(F)(F)F)c2C#N)cc1
68	Cc1nc(C)c(-c2ccc(SCC(N)=O)nn2)s1
69	CCCCNC(=O)C(C)(C)Oc1ccc(Cl)cc1
70	Cc1cc(NC(=O)CSc2ncnc3sc4c(c23)CCCC4)no1
Assay by compound	66	67	68	69	70
GPR151 ag	0.9	-1.1	1.0	-0.3	0.6
TEAD-YAP block	-1.1	-0.1	-12.7	3.2	-1.6
FBW7 act	-0.1	0.2	-0.1	0.1	0.5
MITF primary	-0.3	9.1	-3.2	6.5	9.4

Quoted at random: 3 entries already listed, in no set order.
38	CCOC(=O)c1c(-c2ccc(OC)c(OC)c2)csc1NC(=O)CN1CCCC1
66	Fc1cc(F)c(F)c(-n2ncc3c2ncn2nc(-c4ccncc4)nc32)c1F
16	Cc1cc(C(C)(C)C)cc(S(=O)(=O)N2CCOCC2)c1C
Assay by compound	38	66	16
GPR151 ag	0.7	0.9	-0.8
TEAD-YAP block	4.9	-1.1	5.4
FBW7 act	0.2	-0.1	0.3
MITF primary	-11.7	-0.3	7.3

Next part
71	O=C1C2C3C=CC(C4CC34)C2C(=O)N1CCc1ccccc1 (stereo not given)
72	COc1ccc(N2CCN(CCC(N)=O)CC2)cc1
73	CCOc1ccccc1-n1c(SCC(N)=O)nnc1-c1ccc(OC)c(OC)c1
74	COc1cc(NC(=O)c2ccccc2)c(OC)cc1NC(=O)Cn1cnc2c1c(=O)n(C)c(=O)n2C
75	Nn1c(SCCOc2ccc(Br)cc2)nnc1C(F)(F)F
Assay by compound	71	72	73	74	75
GPR151 ag	-1.2	-1.3	-0.5	-1.2	0.2
TEAD-YAP block	-23.3	5.6	-7.7	-3.8	2.2
FBW7 act	0.1	0.0	0.5	0.0	0.1
MITF primary	-1.2	5.2	-9.8	4.2	-11.2

76	CCOC(=O)N1CCN(Cc2ccc(NC(C)=O)cc2)CC1
77	Cc1sc2nc(C)n3c(=O)n(CC(=O)Nc4ccccn4)nc3c2c1C
78	CC1(C)CC(=O)C=C(NC(=O)Nc2ccccc2)C1
79	CCCCSc1[nH]c(=O)c(C(=O)O)cc1C#N
80	CC(=O)N[C@H]1[C@H](Oc2nc3ccccc3o2)O[C@H](CO)[C@@H](O)[C@@H]1O
81	COC(=O)c1ccc(NC(=O)/C(=C/c2ccc([N+](=O)[O-])cc2)NC(=O)c2ccc(OC)c(Br)c2)cc1
Assay by compound	76	77	78	79	80	81
GPR151 ag	0.5	-0.2	2.6	-0.2	-0.3	-0.6
TEAD-YAP block	2.9	3.9	7.4	-1.4	1.6	-0.3
FBW7 act	0.3	0.1	0.2	-0.3	0.0	0.1
MITF primary	4.1	7.7	1.0	-9.8	-4.0	5.2

From PubChem
